# Screening results as filed in PubChem.
# MLLE-PAM2 inh: inhibitors of microRNA-mediated deadenylation, human PABP1 MLLE binding; GST-MLLE / FITC-PAM2 fluorescence polarization; actives 0.36% (n = 360,000); inhibition, % at 20 µM; AID 588489; P11940; in the data active = inhibition above about 35%, passing the limit was not always enough;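 also: plate controls were DMSO wells with GST-MLLE for no effect and wells lacking GST-MLLE protein for full effect; some results filed as inactive read as strong as hits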
# FAS-TE inh: inhibitors of human fatty acid synthase thioesterase domain. P49327. recombinant FAS-TE, OMFH fluorogenic substrate, fluorescence endpoint. inhibition, % at 15 µM. actives 0.67% (n = 360,000). AID 602261;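 active = compounds whose normalised, plate-corrected inhibition of enzyme fluorescence in the single-dose primary screen is 50% or more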;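 also: 0% = DMSO with enzyme and 100% = substrate without enzyme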
# MsrA inh: bovine MsrA inhibition | inhibition, % at 15.5 µM | AID 651718 | actives 0.75% (n = 360,000) | purified bovine MsrA, absorbance read-out; in the data active = inhibition above about 4.5%;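 also: 0% = vehicle wells with enzyme and 100% = reference inhibitor wells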
# bovine MsrA act: activators of bovine methionine sulfoxide reductase A; AID 602163; activation, % at 10.6 µM; purified bovine MsrA, absorbance read-out; actives 0.3% (n = 360,000); in the data active = activation above about 7.5%;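 also: 0% = vehicle and 100% = reference activator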
# Neddylation inh: inhibitors of human cullin neddylation. P61081+Q13564. TR-FRET cullin neddylation, biochemical. calls only at 25 µM. actives 0.58% (n = 360,000). AID 651699; in the data active = inhibition above about 36%
# CSN inh: CSN deneddylation inhibition. Q92905. Purified CSN, SCF-Nedd8-OG deneddylation, fluorescence polarization. inhibition, % at 12.5 µM. actives 0.38% (n = 360,000);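 active = pattern-corrected inhibition above about 35%, with an unprinted fluorescence ratio check between 0.5 and 1.5, limit read from the data, passing the limit was not always enough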;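 also: 0% = enzyme with substrate and 100% = substrate without enzyme; some results filed as inactive read as strong as hits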
#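 Material: purified human Csn5 enzyme expressed in HEK293T cells / Medium: Tris buffer pH 7.5, NaCl, DTT, Tween-20, trehalose, ovalbumin / Compound dosing: 12.5 µM single point / Schedule: 90 min incubation of compound, enzyme and substrate at room temperature / Signal: fluorescence polarization of the substrate / Control set: no-enzyme wells high, enzyme-with-substrate wells low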
# Rin1-Abl PPI inh: blocks binding of human Rin1 to Abl | inhibition, % at 7.35 µM | actives 0.4% (n = 360,000) | P00519+Q13671 | AID 588664 | TR-FRET Rin1/Abl binding, biochemical; in the data active = inhibition above about 5%, passing the limit was not always enough
# Tb MetRS inh: blocks T. brucei methionyl-tRNA synthetase activity; purified T. brucei MetRS, ATP depletion, Kinase-Glo luminescence; inhibition, % at 11.9 µM; actives 0.4% (n = 360,000); AID 624268;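 active = inhibition above a per-plate cutoff of the control wells' mean inhibition plus 3 SD, cut at about 5.5% in these data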;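 also: 0% = DMSO wells median and 100% = median of wells with control inhibitor compound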
#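 System: purified T. brucei MetRS enzyme / Detection: Kinase-Glo luciferase luminescence reporting remaining unconsumed ATP / Medium: HEPES buffer with MgCl2, KCl, DTT, spermine, BSA, pyrophosphatase / Replication: singlicate, one well per compound / Evaluation: percent inhibition relative to median high and low control wells / Schedule: 2 h aminoacylation at 25 °C after 15 min preincubation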
# eLon inh: inhibitors of E. coli Lon protease | inhibition, % at 7.94 µM | actives 0.42% (n = 360,000) | purified E. coli Lon protease, fluorescence polarization; in the data active = inhibition above about 13%, passing the limit was not always enough;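 also: 0% = enzyme with probe and DMSO and 100% = no enzyme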
# Target sequence (P0A9M0 whole entry, looked up): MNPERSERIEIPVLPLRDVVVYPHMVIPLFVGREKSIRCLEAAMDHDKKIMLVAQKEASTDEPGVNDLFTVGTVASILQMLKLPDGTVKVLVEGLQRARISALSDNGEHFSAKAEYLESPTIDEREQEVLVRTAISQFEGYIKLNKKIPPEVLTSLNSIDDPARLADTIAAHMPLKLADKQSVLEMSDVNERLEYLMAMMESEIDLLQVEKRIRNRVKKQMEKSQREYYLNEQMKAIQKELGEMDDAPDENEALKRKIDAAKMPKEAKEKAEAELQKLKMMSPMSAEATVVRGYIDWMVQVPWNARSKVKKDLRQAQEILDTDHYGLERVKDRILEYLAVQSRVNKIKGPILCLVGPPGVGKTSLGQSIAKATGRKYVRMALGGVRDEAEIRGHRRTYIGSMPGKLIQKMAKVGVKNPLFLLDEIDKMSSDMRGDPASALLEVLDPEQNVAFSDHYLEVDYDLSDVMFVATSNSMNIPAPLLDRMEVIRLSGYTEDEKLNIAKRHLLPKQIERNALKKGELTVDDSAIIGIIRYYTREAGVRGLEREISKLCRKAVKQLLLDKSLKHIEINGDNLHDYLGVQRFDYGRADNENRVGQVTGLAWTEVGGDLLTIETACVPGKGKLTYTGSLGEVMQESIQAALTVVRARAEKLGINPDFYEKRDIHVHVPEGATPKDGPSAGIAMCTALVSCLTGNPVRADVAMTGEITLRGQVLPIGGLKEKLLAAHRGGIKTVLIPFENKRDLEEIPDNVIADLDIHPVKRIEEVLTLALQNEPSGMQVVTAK
# * hit, by the source's call; i = inactive; · = not tested or not shown. Outcome played no part in choosing rows. Share with any hit: about 4%.
Molecule	MLLE-PAM2 inh	FAS-TE inh	MsrA inh	bovine MsrA act	Neddylation inh	CSN inh	Rin1-Abl PPI inh	Tb MetRS inh	eLon inh
CSc1ccccc1NC(=O)CN(C)Cc1cc(=O)n2ccsc2n1	1	0	0.0	-1	i	-8	-6	0.0	-2
O=C(C#Cc1ccccc1)c1cccc([N+](=O)[O-])c1	26	11	0.0	-6	i	2	1	-0.5	0
O=S(=O)(c1ccc(Oc2ccc(F)c(Cl)c2)nc1)N1CCOCC1	9	3	1.4	-1	i	1	2	0.2	-6
COc1ccc(C2(NC(C)=O)CCN(C(=O)c3cccs3)CC2)cc1	0	-3	1.3	1	i	-6	0	0.2	-11
CCCNC(=O)Cn1c(=O)oc2ccccc21	-16	-4	-0.4	-1	i	5	0	-0.8	2
COC(=O)C1=C(C(=O)OC)[C@@H]2N(Cc3ccccc3)c3ccccc3[C@@]23C[C@@H](C(=O)OC)N(C(C)=O)C3=N1	-5	17	-0.1	-3	i	-2	1	0.0	-2
CCc1sc(N(C(=O)Cc2ccccc2)c2cccc(F)c2)nc1-c1ccc(C)cc1	13	23	0.1	-1	i	-1	4	-0.6	2
CN1OC[C@@H]2CN(Cc3ccc(Cl)cc3)[C@H](c3cccc(Br)c3)C[C@@H]21	12	22	-0.1	0	i	4	3	-0.3	-2
Cc1ccc(CS(=O)Cc2ccc(C(=O)N3CCN(c4ccccc4)CC3)o2)cc1 (stereo not drawn)	2	2	0.4	-1	i	-3	-1	0.6	-12
Oc1ccc(N2CCN(Cc3cc4c(cc3Br)OCCO4)CC2)cc1	3	7	-1.9	3	i	3	-1	0.2	0
O=C(c1cccc([N+](=O)[O-])c1)n1nc(-c2ccccc2)nc1NCc1ccccc1	6	28	-2.3	-2	i	6	-1	-0.6	2
O=C(/C=C/c1cccs1)NC(=S)Nc1ccc(C(=O)O)cc1	18	-2	3.0	-2	i	-2	-2	-0.6	5
CC(Cc1ccccc1)C(=O)N1CCN(C)CC1 (stereo not drawn)	-6	-6	-0.4	-1	i	3	-2	-0.3	1
COc1ccc(-c2oc(=O)c3cc(OC)c(OC)cc3c2/C=C/c2ccc(F)cc2)cc1	2	20	1.3	-2	·	-1	0	-0.2	-6
CC/C(C)=N/NC(=S)NCc1ccco1	-63	-7	0.9	-2	i	4	1	0.1	4
Cc1ccc(N=Cc2cccc(O)c2O)c(C)c1	5	-8	-0.2	-5	i	9	4	-0.5	9
CCCCc1ccc(NC(=S)Nc2ccc(Cl)c(S(=O)(=O)N(C)C)c2)cc1	32	31	-0.2	-9	i	-11	-3	-0.4	-6
CCOc1ccc(NC(=S)NC(=O)c2c(Cl)cnn2CC)c([N+](=O)[O-])c1	27	16	1.0	1	i	-5	-7	-0.1	0
CC#CCCC(=O)N1C=Cc2ccccc2C1C#N (stereo not drawn)	-6	-5	0.0	-2	i	6	-3	0.0	5
CN1CCN(c2ccc([N+](=O)[O-])cc2/C=N/NC(=O)c2ccc(F)cc2)CC1	0	52*	0.5	-6	i	0	-3	-0.7	1
O=C(NC(NNc1ccc([N+](=O)[O-])cc1)(C(F)(F)F)C(F)(F)F)c1ccccc1Cl	-5	18	2.0	-1	i	7	-4	-0.4	2
O=C(COc1cccc2cccnc12)Nc1ccccc1N1CCOCC1	7	-3	0.4	4	i	0	-7	-0.1	-1
CC(C)Cc1csc(NC(=O)c2ccc(F)cc2)c1C(=O)O	26	-1	1.6	-6	i	-10	-2	-0.5	-1
COc1ccccc1NC(=O)N1CCN(S(C)(=O)=O)CC1	9	-3	1.4	-4	i	-3	2	0.5	5
Nc1ccc(-c2cc(N)n(-c3ccccc3)n2)cc1	-15	-8	0.2	-2	i	-4	0	-1.0	-4
CCN(C(=O)CSc1nnc(-c2ccc3c(c2)OCO3)o1)C1CCS(=O)(=O)C1 (stereo not drawn)	3	-9	-1.5	-8	i	-2	1	-0.5	7
COc1ccc(-n2c(-c3cccc(C)c3[N+](=O)[O-])n[nH]c2=S)cc1	-2	-5	0.1	2	i	1	-1	-0.3	-8
O/N=C/c1ccnc(SCc2ccc(Cl)cc2)n1	18	-53	0.1	-3	i	-2	0	0.3	2
CC1(C)SC(=S)N(NC(=O)Nc2cccc3ccccc23)C1N(O)C(=O)Nc1ccccc1 (stereo not drawn)	-54	-106	0.2	-3	i	-1	-2	-0.2	-5
CNc1cc(-c2cnn(CC(C)C)c2)ncn1	-1	-7	-0.9	-1	i	-5	1	-0.2	4

# Part of the list above, with two lines to a compound.
# Below each compound – MLLE-PAM2 inh | FAS-TE inh | MsrA inh | bovine MsrA act | Neddylation inh | CSN inh | Rin1-Abl PPI inh | Tb MetRS inh | eLon inh
- CCCCc1ccc(NC(=S)Nc2ccc(Cl)c(S(=O)(=O)N(C)C)c2)cc1
    32 | 31 | -0.2 | -9 | i | -11 | -3 | -0.4 | -6
- CCOc1ccc(NC(=S)NC(=O)c2c(Cl)cnn2CC)c([N+](=O)[O-])c1
    27 | 16 | 1.0 | 1 | i | -5 | -7 | -0.1 | 0
- CC#CCCC(=O)N1C=Cc2ccccc2C1C#N (stereo not drawn)
    -6 | -5 | 0.0 | -2 | i | 6 | -3 | 0.0 | 5
- CN1CCN(c2ccc([N+](=O)[O-])cc2/C=N/NC(=O)c2ccc(F)cc2)CC1
    0 | 52* | 0.5 | -6 | i | 0 | -3 | -0.7 | 1
- O=C(NC(NNc1ccc([N+](=O)[O-])cc1)(C(F)(F)F)C(F)(F)F)c1ccccc1Cl
    -5 | 18 | 2.0 | -1 | i | 7 | -4 | -0.4 | 2
- O=C(COc1cccc2cccnc12)Nc1ccccc1N1CCOCC1
    7 | -3 | 0.4 | 4 | i | 0 | -7 | -0.1 | -1
- CC(C)Cc1csc(NC(=O)c2ccc(F)cc2)c1C(=O)O
    26 | -1 | 1.6 | -6 | i | -10 | -2 | -0.5 | -1
- COc1ccccc1NC(=O)N1CCN(S(C)(=O)=O)CC1
    9 | -3 | 1.4 | -4 | i | -3 | 2 | 0.5 | 5
- Nc1ccc(-c2cc(N)n(-c3ccccc3)n2)cc1
    -15 | -8 | 0.2 | -2 | i | -4 | 0 | -1.0 | -4
- CCN(C(=O)CSc1nnc(-c2ccc3c(c2)OCO3)o1)C1CCS(=O)(=O)C1 (stereo not drawn)
    3 | -9 | -1.5 | -8 | i | -2 | 1 | -0.5 | 7
- COc1ccc(-n2c(-c3cccc(C)c3[N+](=O)[O-])n[nH]c2=S)cc1
    -2 | -5 | 0.1 | 2 | i | 1 | -1 | -0.3 | -8
- O/N=C/c1ccnc(SCc2ccc(Cl)cc2)n1
    18 | -53 | 0.1 | -3 | i | -2 | 0 | 0.3 | 2
- CC1(C)SC(=S)N(NC(=O)Nc2cccc3ccccc23)C1N(O)C(=O)Nc1ccccc1 (stereo not drawn)
    -54 | -106 | 0.2 | -3 | i | -1 | -2 | -0.2 | -5
- CNc1cc(-c2cnn(CC(C)C)c2)ncn1
    -1 | -7 | -0.9 | -1 | i | -5 | 1 | -0.2 | 4

# Going on with the list:
Molecule	MLLE-PAM2 inh	FAS-TE inh	MsrA inh	bovine MsrA act	Neddylation inh	CSN inh	Rin1-Abl PPI inh	Tb MetRS inh	eLon inh
Cc1ccccc1OCC(=O)N/N=C/c1ccccn1	-1	-6	-0.6	-3	i	0	0	-0.4	-1
NNC(=O)COc1ncn(-c2ccccc2)n1	0	-7	0.4	-4	i	-3	0	-0.4	1
CCc1cc2c(CN3CCN(C)CC3)cc(=O)oc2cc1O	-2	-10	1.8	0	·	1	-2	0.4	-10
CC(O)(c1ccc(F)c(F)c1)c1nc(/C=C/c2ccc(C(F)(F)F)cc2)cs1 (stereo not drawn)	-8	26	-0.5	-4	i	1	2	-0.1	-5
N#Cc1ccc(-c2nc3c4ccccc4ccn3c2Cc2ccccc2C(F)(F)F)cc1	6	9	1.1	0	i	8	2	0.2	-16
CC(=O)c1ccc(S(=O)(=O)N2CCN(C(=O)c3ccc(COc4ccccc4)o3)CC2)cc1	5	17	0.3	-5	i	3	2	0.2	-4
CCn1c(=O)c2[nH]c(Cl)nc2n(CC)c1=O	-6	-9	-0.4	3	i	4	0	-0.1	-3
COc1ccc(NC(=O)CNc2ccc(OC)c(S(=O)(=O)N3CCOCC3)c2)cc1	1	-6	-0.9	-1	i	-2	6	-0.3	-9
NS(=O)(=O)c1ccc(CCNC(=O)/C=C/c2cccc([N+](=O)[O-])c2)cc1	6	7	1.1	-6	i	-15	1	-0.1	3
Cc1ccccc1-c1nn(-c2ccc(F)cc2F)cc1CNCCCN(C)C	-4	-7	-0.5	-8	i	4	-4	0.4	2
CCC1SC(CC)C(=O)N(CC(=O)NCc2ccc(F)cc2)C1=O (stereo not drawn)	4	8	0.0	-4	i	-7	1	-0.2	0
CCOC(=O)c1sc2ccccc2c1OC(=O)c1ccccc1OC	-1	19	0.5	-13	i	-2	-4	-0.8	1
CCCN(CC(=O)Nc1ccccc1C)C(=O)Cc1c(C)nc2ccccc2c1C	4	1	-0.7	-6	i	0	2	-0.2	-7
COc1ccc(OC)c(C2C3CN(C(C)C)CC=C3C(C#N)=C(N)C2(C#N)C#N)c1 (stereo not drawn)	31	-3	0.4	-6	i	-4	-4	-0.8	-11
O=C1c2ccccc2C(=O)N1CCc1c(-c2[nH]c3ccccc3c2CCN2C(=O)c3ccccc3C2=O)[nH]c2ccccc12	0	0	-0.6	-1	i	0	0	0.3	1
Cc1ccc(C(=O)N2CCC(C(=O)NCc3cccnc3)CC2)cc1	-6	-6	-0.4	-1	i	2	1	-0.8	0
CCOC(=O)C1=C(COc2ccccc2)NC(=O)NC1c1ccc(Cl)cc1 (stereo not drawn)	0	11	1.0	-2	i	14	-1	-0.1	-5
N/C(=N\OC(=O)CC1CCCCC1)c1ccc(Br)cc1	4	0	-1.3	-3	i	4	-1	-0.2	-7
O=C1NCCN1CCNS(=O)(=O)c1ccc(F)c(Cl)c1	3	-5	0.5	-3	i	-2	-2	0.2	1
CCC(=O)N1CCN(c2ccc(NC(=O)c3c(F)c(F)c(OC)c(F)c3F)cc2)CC1	4	-7	-1.2	1	i	7	2	-0.6	-4
Cc1ccc(C(=O)CCC(=O)Nc2cccc(C(F)(F)F)c2)cc1C	10	8	0.7	3	i	0	1	-0.5	-2
N/C(=N\OC(=O)Cc1ccccc1[N+](=O)[O-])c1ccccn1	-3	-3	-0.4	-4	i	3	-4	0.1	-1
CC1=CC(=C2N=C(c3ccccc3)OC2=O)C=C(C)O1	-120	-79	-0.2	3	i	62*	-5	-0.6	39*
Nc1ncccc1OCc1cccc(C(F)(F)F)c1	0	4	0.2	-7	i	1	0	-1.2	-4
CCn1c(SCC(=O)N/N=C/c2ccccc2OCC(=O)O)nnc1-c1ccc(C)cc1	-14	-4	0.8	-3	i	0	-3	0.8	-11
NNC(=O)c1ccc(S(=O)(=O)N2CCc3ccccc32)cc1	-9	-3	0.4	-2	i	7	0	-1.3	1
COc1cc(=O)[nH]c(=O)n1CC(=O)c1ccccc1	-5	-5	-1.3	-1	i	2	-2	-1.0	-7
